PAX8 reporter: PAX8 transcriptional activity inhibition. RMG-I TPO-luciferase reporter, SteadyGlo, 24 h. inhibition, % at 12.6 µM. actives 1.2% (n = 360,000). AID 652154;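 active means mean replicate inhibition at least 60% with every replicate also reaching 60%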;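 further: luciferase light reporting Pax8 driven TPO promoter activity; plate controls were median of neutral control wells for no effect and mitoxantrone controls for full effect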
miR-122 sensor: blocks miR-122 activity in Huh7 sensor cells | Huh7 miR-122 Renilla luciferase sensor, 48 h; neutral wells = 0, positive control = 100 | actives 0.3% (n = 340,000) | activation (reporter increase), % at 12.5 µM;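 active means mean replicate activation score at least 90 and every replicate individually at or above 90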;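 further: higher luciferase means less miR-122 activity so hits act as miR-122 inhibitors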
Cneo AK release: causes C. neoformans cell lysis; lysis activity, % at 15 µM; adenylate kinase release luminescence, 4 h; normalised: neutral wells 0, clomiphene wells 100; actives 0.2% (n = 360,000);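 active means mean lysis activity across replicates of at least 80%, whatever share of replicates individually reach that level; inactive means mean lysis activity below 80%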
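Material: C. neoformans cells | Amount: Yeast cell density of 5 × 10^6 cells/mL | Medium: Fresh YPD growth medium | Dosing: Single dose | Times: Static 4 h at 37 °C with compound, 1 h detection | Detection: AK luminescence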
FN deposit inh: fibronectin deposition inhibition; AH1F fibroblasts, Alexa488-fibronectin deposition fluorescence, overnight; inhibition, % at 12.6 µM; actives 0.086% (n = 350,000);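 active means mean inhibition across replicates of 30% or more, regardless of how many single replicates reach that level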;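 further: positive control wells lacked labelled fibronectin entirely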
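Schedule: 1 h cell adhesion before compound, then overnight fibronectin incubation; test system: AH1F fibroblast monolayer depositing Alexa488-labelled fibronectin into matrix; quantity: 10000 AH1F cells per well; probe or stimulus: fluorescent fibronectin at 24 nM final; signal: fluorescence, ex 485 nm, em 525 nm; evaluation: percent inhibition as loss of matrix-bound fibronectin fluorescence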
PGC1a acetyl inh: modulators of PGC1a acetylation | U2OS PGC1a acetylation, AlphaScreen anti-acetyl-lysine; with virally co-expressed GCN5 acetyltransferase | inhibition, % at 15.6 µM | actives 0.17% (n = 350,000);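 active means every replicate shows inhibition of at least 40%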;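 further: 0% = neutral control wells and 100% = positive control wells; some results beyond the cut were filed as inactive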
LGR2 antag: Drosophila LGR2 receptor signaling inhibition | actives 0.35% (n = 380,000) | AID 720647 | HEK293 LGR2, CRE-luciferase, bursicon-stimulated, 4 h | inhibition, % at 9.99 µM;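 active means drop in luminescence signal, shown as inhibition above about 50% in the replicate tests, limit read from the data, passing the limit was not always enough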;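 further: agonist challenge used bursicon conditioned medium at about half maximal strength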
* hit, by the source's call; · = no result given.

Screens by letter: A = PAX8 reporter; B = miR-122 sensor; C = Cneo AK release; D = FN deposit inh; E = PGC1a acetyl inh; F = LGR2 antag
> C=CC[n+]1ccc(/C=C2\C=Cc3cc(C)ccc3N2CC)c2ccccc21
  A: ·	B: -1	C: -1	D: ·	E: ·	F: ·
> NC(N)=O
  A: ·	B: -1	C: 0	D: ·	E: 11	F: ·
> COc1ccc(C[C@H]2COC(=O)[C@@H]2Cc2ccc(OC3OC(CO)C(O)C(O)C3O)c(OC)c2)cc1OC (stereo partly drawn)
  A: ·	B: -2	C: -1	D: ·	E: 13	F: ·
> COc1cc([C@@H]2Oc3cc(C4Oc5cc(O)cc(O)c5C(=O)[C@H]4O)ccc3O[C@H]2CO)ccc1O (stereo partly drawn)
  A: ·	B: 2	C: 0	D: ·	E: 3	F: ·
> O=c1oc2c(O)c(O)cc3c(=O)oc4c(O)c(O)cc1c4c23
  A: ·	B: -6	C: -3	D: ·	E: 0	F: ·
> Cc1cccc2c1NC(=O)C2(c1ccc(O)cc1)c1ccc(O)cc1
  A: ·	B: 8	C: -2	D: ·	E: -5	F: ·
> CCC(NC(C)C)C(O)c1ccc(O)c2[nH]c(=O)ccc12 (stereo not drawn)
  A: ·	B: 2	C: 1	D: ·	E: 2	F: ·
> Cc1cncn1CCc1nc2c3ccccc3nc(SCC(=O)Nc3cccc(Cl)c3)n2n1
  A: 27	B: ·	C: ·	D: -3	E: ·	F: -5

Entries listed so far that contain an aryl methoxy group, in the order listed:
Screens by letter: A = PAX8 reporter; B = miR-122 sensor; C = Cneo AK release; D = FN deposit inh; E = PGC1a acetyl inh; F = LGR2 antag
> COc1ccc(C[C@H]2COC(=O)[C@@H]2Cc2ccc(OC3OC(CO)C(O)C(O)C3O)c(OC)c2)cc1OC (stereo partly drawn)
  A: ·	B: -2	C: -1	D: ·	E: 13	F: ·
> COc1cc([C@@H]2Oc3cc(C4Oc5cc(O)cc(O)c5C(=O)[C@H]4O)ccc3O[C@H]2CO)ccc1O (stereo partly drawn)
  A: ·	B: 2	C: 0	D: ·	E: 3	F: ·

Some of these compounds in order of length of the SMILES, rising.
Screens by letter: A = PAX8 reporter; B = miR-122 sensor; C = Cneo AK release; D = FN deposit inh; E = PGC1a acetyl inh; F = LGR2 antag
> O=c1oc2c(O)c(O)cc3c(=O)oc4c(O)c(O)cc1c4c23
  A: ·	B: -6	C: -3	D: ·	E: 0	F: ·
> Cc1cncn1CCc1nc2c3ccccc3nc(SCC(=O)Nc3cccc(Cl)c3)n2n1
  A: 27	B: ·	C: ·	D: -3	E: ·	F: -5
> COc1ccc(C[C@H]2COC(=O)[C@@H]2Cc2ccc(OC3OC(CO)C(O)C(O)C3O)c(OC)c2)cc1OC (stereo partly drawn)
  A: ·	B: -2	C: -1	D: ·	E: 13	F: ·

Just PGC1a acetyl inh (four entries from above):
smiles,PGC1a acetyl inh
NC(N)=O,11
COc1ccc(C[C@H]2COC(=O)[C@@H]2Cc2ccc(OC3OC(CO)C(O)C(O)C3O)c(OC)c2)cc1OC (stereo partly drawn),13
COc1cc([C@@H]2Oc3cc(C4Oc5cc(O)cc(O)c5C(=O)[C@H]4O)ccc3O[C@H]2CO)ccc1O (stereo partly drawn),3
O=c1oc2c(O)c(O)cc3c(=O)oc4c(O)c(O)cc1c4c23,0

Assay outcomes as filed in PubChem BioAssay.

A portion of the library (hit frequency here may not be typical).
